Compound activity (PubChem)
Pf Dd2 inh – qHTS Primary assay for Inhibitors of Plasmodium falciparum Dd2 growth in vitro; AID 1347417, 2020; actives 4.3% (n = 120,000); Potency, µM (doses to about 28.9 µM), inactives show at the highest dose activity, negative = inhibition, actives largely listed as inhibitors; P. falciparum Dd2 growth, SYBR Green, 72 h; active = well fitted inhibition curve with a large enough effect; inconclusive = small, poorly fitted or top-dose-only effect; inactive = no such curve, though single readings can be large or run the other way;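 also: plate controls were DMSO vehicle for no effect and reference drug for full effect; nearly all actives have a fitted effect of over 65% in size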
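Infected erythrocytes (Dd2, 0.3% parasitemia, 2.5% hematocrit final) are added to compound in RPMI-1640/Albumax II medium, grown 72 h at 37C in low oxygen, then lysed with saponin/Triton-X containing SYBR Green and read by fluorescence.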
* marks the source's active call; other numbers are inactive results; i = inactive; u = inconclusive; & = joins results of further samples; [ ] = another dose, or the depositor's remark. Potency is read from the fitted curve at half-maximal effect. An excerpt; the hit share may differ from the screen's.

SMILES	Pf Dd2 inh
COc1ccc(C(=O)N2CCC(Oc3ccc(C(=O)N(C)C)cn3)CC2)cc1	49%[activator]
CCOc1ccc(NC(=O)CSc2nc3c(oc4ccccc43)c(=O)n2-c2ccccc2C)cc1	i
Cc1ccc(C)c(CN2CC(C(=O)NCc3ccncc3)C3(CCOCC3)C2)c1 (stereo not drawn)	-23%
CCOc1ccccc1NC(=O)c1cccc2c1C(=O)N(C1CCCCC1)C2	u
CC(C)NC(=O)N1CCC(O)(c2csc(CN3CCc4ccccc4C3)n2)CC1	i
CO[C@H]1[C@H](NC(=O)Cc2cccnc2)c2ccccc2C12CCNCC2	i
CCc1nnc(CN(CC)C(=O)c2cc(S(N)(=O)=O)ccc2F)o1	-1%
COc1ccc(-c2nc(C(C)C)nc3c2CCN(C(=O)Cc2ccccn2)CC3)cc1	-16%
COCCN1CCCC2(CCN(C(=O)c3ccccc3)C2)C1 (stereo not drawn)	-10%
COc1ccc(CNC(=O)CN2C(=O)COc3ccc(S(=O)(=O)NC4CCCC4)cc32)cc1	37%[activator]
CC(=O)Nc1ccc(CN2CC3(C2)C(=O)Nc2ccccc23)cc1	10%
CNC(=O)c1cc[nH]c1C1CCCN(C(=O)c2ccc(OC)nc2)C1 (stereo not drawn)	3%
CCc1ccc(S(=O)(=O)N(C)CC2CCOC2)cc1 (stereo not drawn)	76%[activator][5.79 µM]
CCC12CN3CC(C)(CN(C1)C3c1ccccc1C)C2=O (stereo not drawn)	35%[activator]
O=C(c1cccc2[nH]ccc12)N1CCC(N2C(=O)C3(CCCCC3)C2c2ccncc2)CC1 (stereo not drawn)	u
CCc1ccc(C(=O)N2CCCC(c3nccn3Cc3ccncc3)C2)s1 (stereo not drawn)	u
COc1ccc(CN2CC[C@@H](CO)N(C)c3nc(C)ccc3C2)cc1	-11%[44.1 µM]
Cc1ccc(C2CCN(C(=O)c3cnn(-c4ccccc4Cl)c3C3CCN(C(=O)OC(C)(C)C)CC3)C2)cc1 (stereo not drawn)	4µM*
CCc1ccc(N(C)S(=O)(=O)c2ccc3[nH]cc(C(=O)NCC4CCCO4)c(=O)c3c2)cc1 (stereo not drawn)	18%
COCCC(=O)Nc1ccc2n(c1=O)C[C@H]1C[C@@H]2CN(CCCc2ccccc2)C1	u
COc1ccc(C(=O)N2CCOCC(O)(CN3CCCC3)C2)c(OC)c1 (stereo not drawn)	10%
CSCC(=O)N1CC[C@H](NC(=O)Nc2ccc(F)cc2F)[C@H]1C(=O)N[C@H](Cc1ccccc1)C(N)=O	4%
O=C(C1CCC1)N1CCC(Oc2cccc(F)c2)C1 (stereo not drawn)	u
Cc1ccc(NC(=O)CSc2nc(=O)n(Cc3cccnc3)c3c2CCC3)cc1F	7%
Cc1cccc(S(=O)(=O)Nc2cccc(-c3ccc(N4CCCCC4)nn3)c2)c1	u

Next part
SMILES	Pf Dd2 inh
COc1ccc(-c2c(C)c3ccc(O)c(CN4CCCC4)c3oc2=O)cc1	3.2µM*
COc1cc(C(=O)NCc2nc(-c3ccc(Cl)cc3)no2)cc(OC)c1OC	25%
CCc1cc(C2CCCN2C(=O)c2cccs2)on1 (stereo not drawn)	-9%
Cn1ccc2ccc(-c3nc(C4CCOC4)no3)cc21 (stereo not drawn)	-17%
Cc1ccc(C)n1-c1nnc(N2CCC(C(=O)NCc3ccccc3Cl)CC2)s1	u
O=C(O)C1CCc2nnc(C3CCN(C(=O)c4cccc(Cl)c4)C3)n21 (stereo not drawn)	18%&10%
CC(C)CN1C(=O)COC[C@@H]1[C@H](O)c1ccc(NC(=O)Cc2ccccc2)cc1	u
Cc1noc(C)c1S(=O)(=O)NCC1(COc2ccc(S(C)(=O)=O)cc2)C[C@@H](O)[C@@H](O)C1 (stereo partly drawn)	i
CCOc1cc(C#N)c(NC(=O)c2ccc(OC)c(S(=O)(=O)N3CCCCC3)c2)cc1OCC	-2%
Cc1nn2c(c1-c1ccnn1C(C)C)N(C(=O)Cc1ccc(O)cc1)CCC2	-20%[44.1 µM]
COc1ccc(-c2cc(N3CCCC(NC(=O)c4cc(Cl)ccc4OC)C3)n[nH]2)cc1 (stereo not drawn)	-10%
Cc1noc(C2CC3(CCN(C(=O)c4cccnc4C)CC3)CN2C)n1 (stereo not drawn)	-14%
O=C(CN1CCCC1=O)NCC1Cn2cccc2C(=O)N1Cc1ccccc1 (stereo not drawn)	-4%
Cc1nn2c(c1-c1ccccc1OCc1ccccc1)N(C(=O)Cc1ccccn1)CCC2	u
COc1ccccc1Cn1c(-c2ccc(F)cc2)nc(C)c(CCO)c1=O	i
COc1ccc(-c2noc(-c3cccn3CC(=O)Nc3ccc(C)c(C)c3)n2)cc1F	i
CCOc1ccccc1CNC(=O)c1cnc2sc(N3CCCC3)nn2c1=O	i
O=C1NCCCCCCN(Cc2cccc(F)c2)[C@H]2CCC[C@@H]12	u
O=C(O)CCn1ncc2cc(OC3CCN(C(=O)CC4CC4)CC3)ccc21	-3%[44.1 µM]
O=C(NCc1ccc(F)cc1)N1CC(c2noc(C3CCCN3CC3CC3)n2)C1 (stereo not drawn)	i
Cc1nnnn1CCC(=O)N[C@H]1CN(S(C)(=O)=O)C[C@@H]1C(C)C	1%
Cn1cc([C@@H](NC(=O)CCc2c[nH]c3ccccc23)C2CC(O)C2)cn1 (stereo partly drawn)	-3%
CCc1nc2c(c(-c3ccc(Cl)cc3)n1)CN(Cc1ccc(C)cc1)CC2	-17%
CCc1nc(-c2c3n(c(=O)n(CC(=O)Nc4cc(C)on4)c2=O)CCCC3)no1	44%[activator]
O=C(NCCn1cnc2ccccc2c1=O)C1CC(=O)N(c2n[nH]c3ccccc23)C1 (stereo not drawn)	-15%

An excerpt of the results above:
SMILES	Pf Dd2 inh
Cn1ccc2ccc(-c3nc(C4CCOC4)no3)cc21 (stereo not drawn)	-17%
Cc1ccc(C)n1-c1nnc(N2CCC(C(=O)NCc3ccccc3Cl)CC2)s1	u
O=C(O)C1CCc2nnc(C3CCN(C(=O)c4cccc(Cl)c4)C3)n21 (stereo not drawn)	18%&10%
CC(C)CN1C(=O)COC[C@@H]1[C@H](O)c1ccc(NC(=O)Cc2ccccc2)cc1	u
Cc1noc(C)c1S(=O)(=O)NCC1(COc2ccc(S(C)(=O)=O)cc2)C[C@@H](O)[C@@H](O)C1 (stereo partly drawn)	i
CCOc1cc(C#N)c(NC(=O)c2ccc(OC)c(S(=O)(=O)N3CCCCC3)c2)cc1OCC	-2%
Cc1nn2c(c1-c1ccnn1C(C)C)N(C(=O)Cc1ccc(O)cc1)CCC2	-20%[44.1 µM]
COc1ccc(-c2cc(N3CCCC(NC(=O)c4cc(Cl)ccc4OC)C3)n[nH]2)cc1 (stereo not drawn)	-10%
Cc1noc(C2CC3(CCN(C(=O)c4cccnc4C)CC3)CN2C)n1 (stereo not drawn)	-14%
O=C(CN1CCCC1=O)NCC1Cn2cccc2C(=O)N1Cc1ccccc1 (stereo not drawn)	-4%
Cc1nn2c(c1-c1ccccc1OCc1ccccc1)N(C(=O)Cc1ccccn1)CCC2	u
COc1ccccc1Cn1c(-c2ccc(F)cc2)nc(C)c(CCO)c1=O	i
COc1ccc(-c2noc(-c3cccn3CC(=O)Nc3ccc(C)c(C)c3)n2)cc1F	i
CCOc1ccccc1CNC(=O)c1cnc2sc(N3CCCC3)nn2c1=O	i
O=C1NCCCCCCN(Cc2cccc(F)c2)[C@H]2CCC[C@@H]12	u

The list continues:
SMILES	Pf Dd2 inh
O=C(CC1CCCN(c2cnn(CC3CC3)c(=O)c2)C1)NCc1ccc(F)cc1 (stereo not drawn)	i
CCSc1ncc(CN2CCN(c3nc(C)cnc3C)CC2)cn1	u
COc1ccc(C)cc1NC(=O)CN1C(=O)NC2(CCC(C(C)(C)C)CC2)C1=O (stereo not drawn)	i
COc1ccc(C(=O)N2C[C@@H](Oc3ccccc3)C[C@H]2C(=O)N2CCCC2)cc1F	i
CCc1ccc(NC(=O)C(=O)NCC(c2ccc3c(c2)OCO3)N2CCOCC2)cc1 (stereo not drawn)	u
CC#CCn1cc2c3c(cccc31)[C@H](CC(C)C)N[C@H](C(=O)N1CCN(CCOC)CC1)C2	u
Cc1cccc(NC(=O)Cc2ccc(-n3c(C)nc4cccnc43)cc2)c1C	0%
Cc1ccc(NC(=O)N2C[C@@H](F)C[C@H]2C(=O)N2CCc3ccccc3C2)cc1F	i
O=C(CCn1nc(-c2ccc(Cl)cc2)c2ccccc2c1=O)Nc1ccc(OC(F)(F)F)cc1	u
CC1Oc2ccc(NC(=O)c3c(F)cccc3F)cc2CN(CCc2ccc(F)cc2)C1=O (stereo not drawn)	i
CCn1ncnc1C1CC(=O)Nc2cc(OC)c(NS(C)(=O)=O)cc21 (stereo not drawn)	-4%
O=C(NCc1csc2ccc(Cl)cc12)C1CC2(CCNCC2)CN1 (stereo not drawn)	1%
Cc1coc2c(C)c3oc(=O)c(CCC(=O)NCCc4ccc(Cl)cc4)c(C)c3cc12	-3%
COc1ccc(-n2nc3cc(C)c(NC(=O)Cc4ccc(Cl)cc4)cc3n2)cc1	13%
COc1ccc2c(c1)c1c(c(=O)n(-c3cc(Cl)ccc3C)c(=O)n1CC(=O)N1CCCC1)n2C	-19%
CN(C)C(=O)c1cccnc1OC1CCN(C(=O)c2cccc(Cl)c2)C1 (stereo not drawn)	4%
COc1ccc(C(=O)NCC2Cn3cccc3C(=O)N2Cc2ccccc2)cc1OC (stereo not drawn)	-19%
CC(C)COc1ccc(C(=O)Nc2cc3nn(-c4ccccc4)nc3cc2Cl)cc1	30%[activator]
CCOc1cc(CNC(=O)c2ccc(C)c(NC(=O)c3nsc4ccccc34)c2)ccc1OC	u
CC(=O)c1ccc(NC(=O)Cn2c(=O)cc(C)c3c(C)nn(-c4cccc(F)c4)c32)cc1	41%[activator]
O=C(Nc1ccc2c(c1)CCCN2C(=O)c1cccs1)c1ccccc1C(F)(F)F	i
CC(C)c1ccc(NC(=O)c2cc(S(=O)(=O)N(C)C3CCCCC3)ccc2F)cc1	u
CC(=O)Nc1ccc(NC(=O)CSc2nnc3c4cc(Br)ccc4n(C)c3n2)cc1	1%
O=C1[C@@H]2C[C@@H](O)CN2C2(CN(Cc3ccccn3)C2)C(=O)N1Cc1ccccc1F	u
Cc1ccc(OCC(=O)Nc2ccc3nn(-c4ccc(Cl)cc4)nc3c2)cc1	51%

Remaining list, next part.
SMILES	Pf Dd2 inh
O=C(CSCc1ccccc1Cl)NCc1ccc(Cl)c(Cl)c1	38%[activator]
CCNC(=O)N1CCc2cc(OC)c(OC)cc2C1CNC(=O)c1ccc(C)cc1 (stereo not drawn)	u
CN(C)CCNC(=O)c1ccc2nc(CCc3ccccc3)oc2c1	23%
CCNc1ncc(C(=O)NC2CC(c3nnc(CO)n3CC)C2)cn1 (stereo not drawn)	-2%
O=C(CSc1nccn1Cc1ccccc1)Nc1ccc2c(c1)OCCO2	i
CC(=O)N1CCN(C(=O)CCc2nc3ccc(F)cc3[nH]2)CC(O)C1 (stereo not drawn)	7%
Cc1ccc(CNC(=O)c2ccc3c(c2)CN(Cc2ccncc2F)CCO3)cc1	-8%
COc1ccc(-c2nc(C)c(CCNC(=O)c3ccco3)s2)cc1	-21%
C=CCS(=O)(=O)N1CCCC1C(=O)Nc1ccccc1-c1ccc(OC)cc1 (stereo not drawn)	-5%
CN1CCCC2(C1)CN(Cc1cccnc1)c1ccc(C(=O)NCC3CCCCC3)cc12 (stereo not drawn)	u
NC(=O)c1ccc(CC2CCN(S(=O)(=O)c3ccc4c(c3)CCC4)CC2)cc1	u
Cc1ccc(-c2noc([C@@H]3CCCN3C(=O)c3ccc(C(C)C)cc3)n2)cc1	i
CCC(O)Cn1nc(C2CCOCC2)nc1C1(C(N)=O)CC1 (stereo not drawn)	-5%
CC1CCc2onc(C(=O)N3CCN(c4ccccc4)CC3)c2C1 (stereo not drawn)	i
CC(=O)NCCC(=O)N1Cc2ccccc2CC2(CCCN2CC2CCCCC2)C1 (stereo not drawn)	8.9µM*
CC(C)c1noc(-c2cccn3c(CNC(=O)c4ccc(C(C)(C)C)cc4)nnc23)n1	0%
O=C(CN1C(=O)C(c2ccccc2)=NC12CCCC2)NCCC1=CCCCC1	41%
CCc1noc(-c2cn(C3CCN(C(=O)c4ccccc4)CC3)nn2)n1	u
COCCCNC(=O)c1ccc2c(c1)n(Cc1ccccc1)c(=O)c1ccnn12	u
COc1cc(OC)cc(C(=O)N2CCC(Cc3nc(C(C)C)no3)CC2)c1	-4%
Cc1cccc(C)c1NC(=O)CN(Cc1ccc(Br)cc1)S(=O)(=O)c1ccccc1	71%[activator]
O=[N+]([O-])c1ccc(N2CC3CCC(C2)N3CC(F)(F)F)nc1	19%
COc1ncccc1-c1nccn2c(C3CN(Cc4ccccc4O)C3)ncc12	-42%[44.1 µM]
COc1cccc2c1cc1c(=O)n(CC(=O)N3CCN(c4cccc(C)c4)C(C)C3)nc(C)n12 (stereo not drawn)	24%
CC(C)C(=O)NC1CCN(c2cn[nH]c(=O)c2)CC1	-10%

The results go on.
SMILES	Pf Dd2 inh
Cc1nonc1OCCNC(=O)[C@H]1CNC[C@@H](C(=O)N2CCOCC2)C1	8%
O=C(NCCc1ccccc1)[C@@H]1C[C@@H](c2ccc(F)cc2)N([S+](=O)([O-])c2cccnc2)C1	i
CC(C)c1noc(-c2ccccc2OCC(=O)Nc2ccccc2[N+](=O)[O-])n1	-12%
O=C(Cc1ccc(F)cc1)N1CCC(c2n[nH]c(=O)n2-c2ccccc2)CC1	12%
O=C(CCS(=O)(=O)c1ccccc1)N(Cc1cccnc1)c1nc2c(Cl)cccc2s1	u
Cc1ccc(-c2nnc(SCc3ccccc3)o2)cc1	11%
CCc1noc(-c2ccc(N(C)Cc3ccc(OC)cc3)c([N+](=O)[O-])c2)n1	22%
COc1ccc2c(c1)OCC(CNC(=O)c1cnn3ccccc13)C2 (stereo not drawn)	u
CCOc1ccc(CNC(=O)CCC(=O)N2CC(C)Sc3ccccc32)cc1 (stereo not drawn)	-7%
